KB-V1 cytotox: qHTS assay for MDR1-selective chemotherapeutics: Primary screen using the drug-selected MDR subline cells KB-V1; Potency, µM (highest dose often 46.1 µM), without a hit: at the highest dose activity change, negative = cytotoxicity, hits mostly cytotoxic; hit rate 3.4% among 400,000; AID 1347076, 2019; KB-V1 MDR cells viability, CellTiter-Glo, 72 h; also: % is scaled to controls: 0 for no effect and ±100 for the full control effect; nearly all actives have a fitted effect of over 60% in size
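In this primary screen, KB-V1 cells overexpressing P-gp are incubated with library compounds (lowest to highest concentration) for 72 h at 37 degrees C before a luminescent ATP viability read.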
GLP1R cytotox: qHTS of GLP-1 Receptor Inverse Agonists: Cytotox Screen. HEK293 cAMP-luciferase reporter cells, luminescence, 24 h. Potency, µM (top dose mostly 38.3 µM), without a hit: top-dose activity change, negative = inhibition, hits mostly inhibitors. hit rate 0.13% among 410,000;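 also: loss of luciferase light is scored as toxicity; % is scaled to controls: 0 for no effect and ±100 for the full control effect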
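Seeding density was 200 cells/uL; after overnight-length (12 h) culture, 23 nL compounds went on for 24 h at 37 °C. Readout used a luciferase detection reagent, luminescence taken after 12 min at room temperature.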
KB-3-1 cytotox: qHTS assay for MDR1-selective chemotherapeutics: Primary screen using the parental adenocarcinoma cell KB-3-1; KB-3-1 viability, CellTiter-Glo ATP luminescence, 72 h; Potency, µM (doses to about 46.1 µM), inactives show top-dose activity change, negative = cytotoxic, actives largely listed as cytotoxic; hit rate 1.4% among 400,000; AID 1347075, 2019; also: % is scaled to controls: 0 for no effect and ±100 for the full control effect; nearly all actives have a fitted effect of over 60% in size
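KB-3-1 cells, DMEM (no phenol red) + 10% FBS; compound by pin transfer, 72 h, 37 °C. Readout: CellTiter-Glo luminescence after 10 min. Data normalized, curve-fitted.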
TDP43 rescue: qHTS of TDP-43 Inhibitors. TDP-43 expressing yeast growth rescue, BacTiter-Glo, 24 h. Potency, µM (titrated, usually from 46.1 µM), for the others: at the highest dose growth rescue (activation), hits mostly activators. hit rate 1.8% among 410,000; also: % of control where 0% means no effect; nearly all actives have a fitted effect of over 50% in size
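Luminescence from BacTiter-Glo reports growth of TDP-43-expressing yeast after 24 hr at 30 deg C with compound. Cells were raffinose-pregrown to mid-log, then seeded in galactose medium at OD600=0.02.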
HT1080 IDH1KD tx: qHTS for induction of synthetic lethality in tumor cells producing 2HG: qHTS for the HT-1080-IDH1KD cell line | HT-1080 IDH1 knockdown viability, ATP luminescence, 48 h | Potency, µM (titrated, usually from 46.1 µM), for inactives: at the highest dose activity, negative = toxicity, hits mostly cytotoxic | hit rate 2% among 360,000 | AID 686971, 2013;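 also: 0% = DMSO wells and -100% = cell-free medium wells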
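IDH1KD HT-1080 cells, 750/well, RPMI + 5% FBS; compound pinned after 2 h settling; 48 h, 37 °C; CellTiter-Glo luminescence; % activity normalised to DMSO and no-cell wells; curves fitted, classed by r2 and efficacy.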
GLP1R inv ag: qHTS of GLP-1 Receptor Inverse Agonists (Inhibition Mode); HEK293 GLP-1R CRE-luciferase, luminescence, 24 h; GLP-1R form is constitutively active; AID 624417, 2012; hit rate 1.6% among 410,000; Potency, µM (doses to about 38.3 µM), inactives show at the highest dose activity change, negative = inhibition, actives largely listed as inhibitors; Glucagon-like peptide 1 receptor (Homo sapiens), P43220; also: % is scaled to controls: 0 for no effect and ±100 for the full control effect; nearly all actives have a fitted effect of over 55% in size
Target sequence (P43220 whole entry, looked up): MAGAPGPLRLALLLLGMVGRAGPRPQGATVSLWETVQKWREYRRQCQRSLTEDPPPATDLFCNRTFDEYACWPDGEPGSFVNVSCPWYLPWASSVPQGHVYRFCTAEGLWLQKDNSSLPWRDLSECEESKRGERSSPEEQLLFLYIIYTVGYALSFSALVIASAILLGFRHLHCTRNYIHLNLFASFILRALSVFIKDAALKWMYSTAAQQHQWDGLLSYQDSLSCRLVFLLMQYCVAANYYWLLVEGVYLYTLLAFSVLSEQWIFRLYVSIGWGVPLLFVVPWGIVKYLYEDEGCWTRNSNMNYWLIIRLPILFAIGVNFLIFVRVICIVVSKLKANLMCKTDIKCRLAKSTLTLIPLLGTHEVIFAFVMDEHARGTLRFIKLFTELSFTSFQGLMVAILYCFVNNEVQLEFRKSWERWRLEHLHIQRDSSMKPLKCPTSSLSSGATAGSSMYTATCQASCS
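Stable HEK293 clone (constitutively active GLP-1R + cAMP-response luciferase); 200 cells/uL plated, 12 h pre-culture, compound 24 hr, 37 deg C/5% CO2; detection reagent 12 min RT; luminescence.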
HT1080-NT tox: qHTS for induction of synthetic lethality in tumor cells producing 2HG: qHTS for the HT-1080-NT fibrosarcoma cell line | AID 686970, 2013 | HT-1080-NT fibrosarcoma viability, CellTiter-Glo ATP luminescence, 48 h | hit rate 1.6% among 360,000 | Potency, µM (titrated, usually from 46.1 µM), inactives show top-dose activity, negative = less viability, most hits filed as cytotoxic;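 also: NT is the 2HG producing partner of a matched IDH1 knockdown line; 0% = DMSO-treated cells and -100% = media-only wells without cells; nearly all actives have a fitted effect of over 55% in size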
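Viability by CellTiter-Glo luminescence after 48 h compound exposure at 37C of HT-1080-NT cells (750/well, RPMI, 5% FBS). % activity scaled between DMSO wells and medium-only wells, then curve-fitted and categorized by curve class.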
SW480 rerep: A quantitative high throughput screen for small molecules that induce DNA re-replication in SW480 colon adenocarcinoma cells. hit rate 1.8% among 340,000. SW480 DNA re-replication, Hoechst DNA content imaging, 48 h. Potency, µM (titrated, usually from 46.1 µM), without a hit: at the highest dose re-replication activation, hits mostly activators. AID 624297, 2012; also: % of control where 0% means no effect; nearly all actives have a fitted effect of over 55% in size
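First, 250 cells per well were seeded. Next, compound or vehicle (23 nL) was pinned in, plates sat 48 hr at 37 C. Finally Hoechst was added for 40 min before fluorescence scanning.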
GLP1R ag: qHTS of GLP-1 Receptor Agonists | HEK293 GLP-1R CRE-luciferase, luminescence, 4-6 h; cells express a hypersensitive GLP-1R form | Potency, µM (top dose mostly 45.6 µM), inactives show at the top dose activation, hits mostly activators | hit rate 0.007% among 380,000 | AID 624172, 2012; also: % of control where 0% means no effect
* marks the source's active call; other numbers are inactive results; u = inconclusive; x = no result given; & = joins results of further samples; [ ] = dose if it differs, or a comment. Calls follow the shape of the dose curve; as a rule, active = well fitted curve in the direction sought with a large enough effect; inconclusive = small, poorly fitted or top-dose-only effect, or another doubt; inactive = no such curve, though single readings can be large; an effect the other way counts as inactive or inconclusive. Potency is read from the fitted curve at half-maximal effect.

Start of the data: the first 2 records (preview)
SMILES	KB-V1 cytotox	GLP1R cytotox	KB-3-1 cytotox	TDP43 rescue	HT1080 IDH1KD tx	GLP1R inv ag	HT1080-NT tox	SW480 rerep	GLP1R ag
Cn1cnnc1SCC(=O)Nc1cccc(S(=O)(=O)N2CCOCC2)c1	0%	-2%	5%	20%	11%	12%	13%	-13%	-2%
COC(=O)c1ccc(NC(=O)Nc2ccc(F)cc2)cc1	-29%	-28%	-3%	10%	-26%	u	-20%	-1%	1%

The list itself, previewed entries included:
SMILES	KB-V1 cytotox	GLP1R cytotox	KB-3-1 cytotox	TDP43 rescue	HT1080 IDH1KD tx	GLP1R inv ag	HT1080-NT tox	SW480 rerep	GLP1R ag
Cn1cnnc1SCC(=O)Nc1cccc(S(=O)(=O)N2CCOCC2)c1	0%	-2%	5%	20%	11%	12%	13%	-13%	-2%
COC(=O)c1ccc(NC(=O)Nc2ccc(F)cc2)cc1	-29%	-28%	-3%	10%	-26%	u	-20%	-1%	1%
CCN(CC)CCNC(=O)c1ccc2c(c1)ncn2C1CCCCC1	3%	-11%	-2%	0%	-4%	-43%	-10%	-5%[9.22 µM]	1%
COc1ccc(Br)cc1C(=O)Nc1ccccc1-c1ccccc1	0%	5%	13%	-10%	-24%	u	u	9%	1%
CCCC(C)(C)C(=O)N1CCC1(C)C(=O)Nc1ccc2c(c1)OCCO2 (stereo not given)	u	-8%	-4%	6%	25%	u	u	x	-3%
COc1ccc(O)c(-c2cc(-c3ccccc3Cl)[nH]n2)c1	-3%	-14%	-17%	18µM*	-13%	u	-10%	-31%[inhibitor]	15%
COc1ccccc1N1C(N)=NC(N)=NC1(C)C	13%&3%	10%&5%	1%&1%	16%&10%	-7%&-2%	5%&-4%	1%&1%	-5%	-5%&-4%
Cc1ccc(S(=O)(=O)N(C)C)cc1NC(=O)COC(=O)C1CC(=O)N(c2ccc3c(c2)OCCO3)C1 (stereo not given)	6%	4%	-3%	4%	4%	8%	-9%	7%	3%
O=C1C2CCc3ccccc3C2N1c1ccccc1 (stereo not given)	25%	4%	39%	0%	4%	-9%	27%	-2%	-6%
O=C(O)c1cnn(-c2ccccc2)c1C(F)(F)F	0%	11%	0%	-10%	u	11%	17%	0%	0%
Cc1ccc(C(=O)Nc2nc(C)c(C(=O)N(C)C)s2)o1	-18%	-9%	-12%	-3%	-14%	1%	-1%	-11%	-3%
Cc1ccc(N2C(=O)[C@@H]3[C@H](C2=O)[C@H]2C=CC=NN2[C@@H]3C(=O)Nc2ccc(Cl)cc2)cc1	-20%	22%	-1%	-17%	-3%	1%	0%	0%	-27%
COc1ccc(C)cc1NC(=S)N1CCN(S(C)(=O)=O)CC1	u	-8%	13%	-3%	19%	16%	15%	-2%	-10%
C[C@@H]1CN([C@@H](C)CO)C(=O)CCCn2nncc2CO[C@H]1CN(C)S(=O)(=O)c1cn(C)cn1	1%	-5%	u	-6%	5%	-3%	0%	x	-2%
Cc1onc2c(=O)n(-c3ccccc3)nc(-c3ccccc3)c12	-11%	0%	3%	u	1%	-7%	4%	-20%	6%

Full records as entered above.
Cc1ccc(S(=O)(=O)N(C)C)cc1NC(=O)COC(=O)C1CC(=O)N(c2ccc3c(c2)OCCO3)C1 (stereo not given) is listed with KB-V1 cytotox: 6%; GLP1R cytotox: 4%; KB-3-1 cytotox: -3%; TDP43 rescue: 4%; HT1080 IDH1KD tx: 4%; GLP1R inv ag: 8%; HT1080-NT tox: -9%; SW480 rerep: 7%; GLP1R ag: 3%
CCN(CC)CCNC(=O)c1ccc2c(c1)ncn2C1CCCCC1 is listed with KB-V1 cytotox: 3%; GLP1R cytotox: -11%; KB-3-1 cytotox: -2%; TDP43 rescue: 0%; HT1080 IDH1KD tx: -4%; GLP1R inv ag: -43%; HT1080-NT tox: -10%; SW480 rerep: -5%[9.22 µM]; GLP1R ag: 1%

Later entries:
SMILES	KB-V1 cytotox	GLP1R cytotox	KB-3-1 cytotox	TDP43 rescue	HT1080 IDH1KD tx	GLP1R inv ag	HT1080-NT tox	SW480 rerep	GLP1R ag
COCCN(Cc1nc2ccccc2c(=O)[nH]1)C(=O)COc1cccc(C(C)=O)c1	15%	-20%	0%	11%	-13%	u	-18%	-4%	-2%
Cc1cccc(C(=O)N[C@H](C(=O)Nc2nc3ccc(S(C)(=O)=O)cc3s2)C(C)C)c1	-24%	-6%[7.66 µM]	u	0%	u	-2%[7.66 µM]	-23%	-1%	3%
C#CC[N+](C)(C)C(C#Cc1ccccc1)CC=C (stereo not given)	u	7%	u	-20%	u	-1%	-17%	-1%	12%
O=[N+]([O-])c1ccccc1OCc1nc(-c2cccs2)no1	u	-5%	11%	13µM*	2%	-25%	-2%	-3%	10%
COC(=O)c1cccc(NC(=O)c2cccc(N3C(=O)CCC3=O)c2)c1	0%	-22%	5%	-7%	4%	13%	8%	1%	-6%
OCC1(Cc2ccccc2)CCN(Cc2ccc(C(F)(F)F)cc2)CC1	u	-2%	0%	28%	-12%	u	3%	3%	-1%
Cc1ccc(-c2csc(NC(=O)Cn3cnc4c3c(=O)n(C)c(=O)n4C)n2)cc1C	1%	6%	5%	4%	-3%	10%	1%	11%	-9%
CN(C(=O)CSc1nc(O)cc(=O)n1-c1ccccc1F)c1ccccc1	u	2%	5%	10%	1%	26%	28%	4%	-5%
Cc1ccc(N2C(=O)c3ccc(C(=O)N4CCN(c5ccccc5F)CC4)cc3C2=O)cc1	-2%	1%	4%	u	-2%	-13%	-2%	-2%	-5%
O=C1NC[C@@H](CCCCN2C[C@H](Cc3ccc(O)cc3)N(CC3CCCCC3)C(=O)C2=O)N(CC2CCCCC2)C1=O	u	0%	u	13%	22%	23%	13%	x	-4%
Cc1ccc(-c2nnn(CC(=O)N(c3ccccc3)C(C(=O)NC3CCCC3)c3ccncc3)n2)o1 (stereo not given)	0%	5%	13%	-15%	1%	-12%	5%	-3%	7%
Cc1cccc(NC(=O)COn2nnc3ccc(S(C)(=O)=O)cc32)c1	-30%	-5%	-14%	13%[9.22 µM]	-2%	8%	u	-3%	6%
COc1ccc(N(C(=O)C2CCCCC2)S(=O)(=O)c2cccc3cccnc23)cc1	u	-2%	u	-7%	-13%	u	-9%	u	10%
CC1(C)CC(=O)C=C(c2ccc(-c3ccc(OC(F)(F)F)cc3)cc2)C1=O	u	2%	u	0%	21µM*	u	u	x	-3%
C#Cc1cccc(Nc2nc(NCc3ccccc3OC)nc3ccsc23)c1	u	-18%	u	0%	u	u	21µM*	x	-6%
CN1C(=O)CC(C(=O)O)SC1=Nc1cc(Cl)cc(Cl)c1 (stereo not given)	-13%	-3%	-2%	15%	9%	8%	-6%	-74%[inhibitor]	-10%
Cc1ccccc1NC(=O)COC(=O)c1c(-c2ccccc2)noc1C	0%	-23%	2%	29%	1%	-25%	2%	-28%	19%
FC(F)(F)c1ccc(-c2cccc3c2C2CC3CCN2Cc2ccccc2)cc1 (stereo not given)	0%	12%	-18%	1%	11%	-6%	10%	-1%	3%
COc1ccc(C(=O)Nc2ccc(C(=O)NCC3CCCO3)cc2)c(OC)c1OC (stereo not given)	u	-10%	0%	6%	0%	37%[activator]	7%	0%	-1%
CC(=O)Nc1ccc(S(=O)(=O)Nc2nccc(C)n2)cc1	-56%	0%	-13%	5%	-3%	-3%	-6%	-11%	-1%
CCn1c(Sc2nc(C)nc3scc(-c4cccs4)c23)n[nH]c1=O	11%	-16%	5%	-70%[inhibitor]	-14%	9%	-5%	-3%	1%
CCCSc1nc(O)c(C2OC(=O)c3c2ccc(OC)c3OC)c(=O)n1-c1ccccc1 (stereo not given)	10%	7%	-1%	-12%	-4%	u	-4%	-7%	-6%
CCc1cc(=O)oc2cc(C)c3c(C)coc3c12	-21%	-6%	15%	9%	3%	0%	-5%	-1%	-8%
CSc1ccc(/C=C(\NC(=O)c2ccccc2)C(=O)NN)cc1	3%	2%	0%	-2%	-14%	13%	2%	1%	13%
c1ccc2c(-c3nc(C4CCCCC4)no3)cc(-c3ccncc3)nc2c1	-15%	3%	0%	-11%	7%	5%	3%	16%	5%
CCOC(=O)C1=CCN(S(=O)(=O)c2ccccc2F)C1c1cccc(Br)c1 (stereo not given)	0%	-16%	-25%	u	u	u	u	x	15%
COc1ccc(C(=O)NCCc2c[nH]c3ccccc23)cc1S(=O)(=O)N1CCCCC1C (stereo not given)	-30%	u	0%	0%	u	u	-18%	15%	-15%
COCCCN1C(=O)C(CC(=O)NCCN2CCOCC2)CC(C(=O)N2CCCCCC2)=C1C (stereo not given)	-6%	6%	3%	7%	4%	25%	20%	x	6%

Screening results: PubChem, National Center for Advancing Translational Sciences (NCATS)
